Screening results deposited in PubChem by several laboratories.
OPRM1-OPRD1 inv: inverse agonist of human OPRM1-OPRD1 heterodimerization | 0.21% of 340,000 active | AID 504357 | P35372+P41143 | cell-based MOR-DOR heterodimer luminescence, inverse agonism | inhibition, % at 9.3 µM; in the data active = inhibition above about 22%, passing the limit was not always enough;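 note: 0% = cells with DMSO and 100% = wells without cells with DMSO; values of inactives mirror those of a sister screen read the other way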
PfHsp90 yeast 2: growth inhibition of yeast expressing Plasmodium Hsp90 | 0.32% of 310,000 active | inhibition, % at 9.4 µM | S. cerevisiae expressing PfHsp90, BacTiter-Glo ATP, 48 h; yeast lacking PDR1 and PDR3 efflux regulators | AID 504621;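 active = every replicate shows inhibition above about 80%, whatever the replicate mean, limit read from the data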;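 note: 0% = DMSO neutral controls and 100% = 20 µM radicicol positive controls; yeast relying on Plasmodium falciparum Hsp90 in place of its own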
Mot1-301 SUMO: SUMOylation pathway inhibition by Mot1-301 growth rescue. S. cerevisiae Mot1-301 growth rescue, ATP luminescence, 38.5C; percent above DMSO median, 100 means doubled. growth rescue, % at 18.8 µM. 1% of 320,000 active;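 active = every valid replicate shows activation above 250% relative to neutral control wells; inactive = the rest, any valid replicate at or below 250%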;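 note: OY570 slx delta 5 strain wells were the positive control but not used for scaling; some compounds called inactive have numbers as strong as hits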
E coli growth: reduces bacterial viability in AddAB counter-screen; 0.27% of 330,000 active; E. coli V3065 growth, OD600 absorbance, 18 h; inhibition, % at 11.9 µM;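 active = inhibition above the campaign's mean inhibition across all tested compounds plus 3 SD, cut at about 9.9% in these data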;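 note: uninfected addAB+ strain grown without phage in ampicillin broth; 0% = DMSO wells and 100% = ciprofloxacin 0.95 µg/ml wells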
Pemphigus Ab inh: human desmoglein-3 autoantibody binding inhibition; binding (percent of control), % at 10 µM; 0.48% of 310,000 active; P32926; DSG3-coupled beads, scFv-anti-DSG3-GFP binding, flow cytometry; active compounds read low; AID 588358;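 active = binding more than 3 SD below its plate's average and above zero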;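 note: hits lower antibody fragment binding to DSG3; some compounds called inactive have numbers as strong as hits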
Target sequence (P32926 whole entry, looked up, the tested form may be a part): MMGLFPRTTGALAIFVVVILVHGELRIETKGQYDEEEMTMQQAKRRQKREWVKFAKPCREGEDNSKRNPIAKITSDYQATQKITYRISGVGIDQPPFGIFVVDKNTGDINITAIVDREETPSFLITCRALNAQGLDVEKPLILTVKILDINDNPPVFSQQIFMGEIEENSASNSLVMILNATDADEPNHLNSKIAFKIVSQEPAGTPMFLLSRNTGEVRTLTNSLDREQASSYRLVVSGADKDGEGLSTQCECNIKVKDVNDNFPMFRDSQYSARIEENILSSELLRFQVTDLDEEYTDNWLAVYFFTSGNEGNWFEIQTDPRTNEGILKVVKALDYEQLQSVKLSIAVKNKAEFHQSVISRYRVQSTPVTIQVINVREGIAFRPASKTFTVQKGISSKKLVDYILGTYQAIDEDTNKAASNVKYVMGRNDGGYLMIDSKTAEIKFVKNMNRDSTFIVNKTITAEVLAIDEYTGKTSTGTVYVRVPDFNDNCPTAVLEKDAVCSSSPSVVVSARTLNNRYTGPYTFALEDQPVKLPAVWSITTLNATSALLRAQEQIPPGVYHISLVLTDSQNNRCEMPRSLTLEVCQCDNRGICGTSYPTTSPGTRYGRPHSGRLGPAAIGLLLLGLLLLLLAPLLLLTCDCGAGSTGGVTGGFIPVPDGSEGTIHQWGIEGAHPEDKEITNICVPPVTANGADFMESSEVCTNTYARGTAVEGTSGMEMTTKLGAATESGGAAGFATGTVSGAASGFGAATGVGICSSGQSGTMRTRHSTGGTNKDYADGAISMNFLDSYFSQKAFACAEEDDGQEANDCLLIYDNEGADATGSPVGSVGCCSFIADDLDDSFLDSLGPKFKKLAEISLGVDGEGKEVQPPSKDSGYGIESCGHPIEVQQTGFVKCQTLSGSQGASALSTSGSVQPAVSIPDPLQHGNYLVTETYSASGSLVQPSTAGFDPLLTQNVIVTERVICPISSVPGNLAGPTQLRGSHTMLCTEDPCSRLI
HTR5A inv ctr: HTR5A inverse agonism, opioid heterodimer counter-screen. P47898. inhibition, % at 9.3 µM. 0.083% of 340,000 active. HTR5A cell line, luminescence; in the data active = inhibition mostly above about 23%, no sharp cut-off; inactive = mostly below about 18%;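 note: 0% = cells with DMSO and 100% = no-cell wells with DMSO; some compounds called inactive have numbers as strong as hits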
PKA-R1A act: activates the PKA-R1A holoenzyme complex | 0.083% of 340,000 active | activation, % at 11.4 µM | PKA-R1A dissociation, Cy5-IP20 fluorescence polarization; scaled: DMSO 0%, 113 µM cGMP 100%;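 active = percent activation above the mean of all tested compounds plus 3 SD, cut at about 19% in these data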;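 note: higher means more PKAc released from R1A so a rise in polarization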
HTR5A ag ctr: counter-screen for OPRM1-OPRD1 agonists: human HTR5A agonism | HTR5A agonist assay, luminescence, cell-based | activation, % at 9.3 µM | 0.61% of 340,000 active; in the data active = activation mostly above about 9.5%, no sharp cut-off; inactive = mostly below about 7.6%;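 note: 0% = cells with vehicle only and 100% = reference agonist; strong numbers were not always called active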
MOR-DOR ag: agonists of human mu-delta opioid receptor heterodimerization | P35372+P41143 | cells, OPRM1-OPRD1 heterodimerization, luminescence | activation, % at 9.3 µM | 0.3% of 340,000 active; in the data active = activation above about 18%;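 note: 0% = vehicle-treated cells and 100% = reference agonist; values of inactives mirror those of a sister screen read the other way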
AddAB inh: less growth of phage-infected E. coli with AddAB | inhibition, % at 11.9 µM | 0.29% of 330,000 active | E. coli expressing H. pylori AddAB, absorbance growth | AID 435030; in the data active = inhibition above about 12%;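 note: 0% = vehicle wells of infected cells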
phage Ecoli inh: E. coli growth loss with phage present; 0.26% of 360,000 active; inhibition, % at 11.9 µM; AID 651602; growth absorbance; in the data active = inhibition above about 11%
Active calls of the source: *; x = not tested or not shown. Compounds as they come, and some 3.2% of all compounds hit somewhere here.

SMILES	OPRM1-OPRD1 inv	PfHsp90 yeast 2	Mot1-301 SUMO	E coli growth	Pemphigus Ab inh	HTR5A inv ctr	PKA-R1A act	HTR5A ag ctr	MOR-DOR ag	AddAB inh	phage Ecoli inh
CCCCOC(=O)Nc1cc(C(=O)OC)ccc1C(=O)OC	-13	10	22	0.7	99	-9	-6	9	2.3	1.3	x
Cc1ccc(-c2nnn(CC(=O)N3CCN(c4nc5ccccc5s4)CC3)n2)cc1	-3	x	-8	0.4	92	11	8	-1	0.6	4.0	-0.6
Cn1c(=O)c(C(=O)NCCc2ccccc2)c(O)c2ccccc21	-11	3	14	6.9	123	-7	-6	2	2.1	8.8	10
S=P(N1CC1)(N1CC1)N1CC1	6	2	-3	1.6	97	-6	-2	2	-1.2	0.4	4.7
COc1cccc(OCC(=O)NC2CCS(=O)(=O)C2)c1 (stereo unspecified)	6	-7	x	x	106	8	5	-3	-0.9	x	2.6
CCC(C)[C@H](NC(=O)NCc1ccc(F)cc1)C(=O)O (stereo partly specified)	1	-22	27	-1.1	99	-14	-5	5	-0.1	-0.2	1.8
COc1ccc(-c2cccc(CCC(=O)N3CCN(c4cc(C)ccc4C)CC3)c2)cc1	-1	-1	x	-0.4	106	-9	-2	3	0.1	-0.6	1.0
NC(=O)C1(C(N)=O)OC1c1ccccc1 (stereo unspecified)	7	3	-11	0.3	105	11	3	-1	-1.4	-1.0	3.4
O=C(O)c1ccc(OCc2ccc(C(=O)O)o2)cc1	18	0	5	-1.8	94	-3	5	1	-3.1	-0.9	2.9
COc1cccc(N2CC(C(=O)Nc3c(C)cccc3C)CC2=O)c1 (stereo unspecified)	6	2	10	-0.3	101	-14	8	6	-1.1	0.0	1.8
COc1ccccc1C(=O)NNC1=NS(=O)(=O)c2ccccc21	5	0	-8	0.7	100	-1	-4	0	-0.9	0.7	0.3
COC(=O)c1cc(-c2ccc(OC)cc2)n[nH]1	15	x	10	3.3	114	-32	7	4	-3.0	2.0	2.9
O=C1N(c2ccc(Cl)cc2)C(c2ccccc2)N2CCCN12 (stereo unspecified)	3	11	132	0.3	103	-42	-3	10	-0.5	1.6	1.2
O=C(C(Cl)Cl)N1CCN(c2ccccn2)CC1	0	-14	-9	-0.6	101	2	10	-2	-0.1	1.6	1.8
COc1ccc(CC(=O)OCC(=O)Nc2ccc3c(c2)OCO3)cc1OC	14	-32	-2	-1.8	102	-7	0	3	-2.8	2.0	1.4
N#CCCN(C(=O)CN1c2cccc3cccc(c23)S1(=O)=O)c1ccccc1	14	2	4	-2.7	118	-23	7	6	-2.7	0.0	2.7
COc1ccc(-n2c(C)c(C(C)=O)c3cc(O)ccc32)cc1	-4	-11	x	x	102	-9	8	-1	0.7	x	2.9
O=C1CC(Sc2ccc(Cl)cc2)C(=O)N1Cc1ccncc1 (stereo unspecified)	6	-2	-26	0.0	105	3	6	-7	-1.3	3.0	1.6
CCOc1ccc2nc(N(CCN(C)C)C(=O)c3cc4ccccc4cc3OC)sc2c1	9	-16	-29	-2.5	116	0	-13	0	-1.8	-0.9	x
Cc1nn(C)c(C)c1S(=O)(=O)N(CC(=O)NCCCN1CCC(C)CC1)c1ccc(C(C)C)cc1	5	2	2	-0.8	x	4	-14	-4	-1.0	3.5	1.7
CCCc1nc2c(s1)CCc1onc(-c3ccc(Br)cc3)c1-2	-7	0	4	1.9	108	-16	7	3	1.3	-0.2	4.7
Cc1cc(C(=O)OCC(=O)NNC(=O)c2cccs2)ccc1[N+](=O)[O-]	7	x	148	0.9	93	-18	8	7	-1.0	0.2	5.3
CCN1CCCC1CNC(=O)Cn1cnc2ccc(S(=O)(=O)N3CCC(C)CC3)cc2c1=O (stereo unspecified)	3	25	572*	-0.4	93	-27	7	-3	-0.5	0.4	2.2
Cc1cc(C)c(NC(=O)CNC(=O)COC(=O)C2=COCCO2)c(C)c1	9	-8	12	1.5	106	0	-11	0	-1.8	0.5	-4.7
O=Cc1[nH]c2ccccc2c1N(C(=O)CCl)c1ccc([N+](=O)[O-])cc1	18	-9	-5	1.4	117	6	-1	2	-3.5	1.9	-0.4

The list goes on:
SMILES	OPRM1-OPRD1 inv	PfHsp90 yeast 2	Mot1-301 SUMO	E coli growth	Pemphigus Ab inh	HTR5A inv ctr	PKA-R1A act	HTR5A ag ctr	MOR-DOR ag	AddAB inh	phage Ecoli inh
O=C(Nc1ccccc1)SC1CCCCC1	-8	x	x	x	92	8	10	-2	1.5	x	4.6
CCCCC1CCCC12NC(=O)NC2=O (stereo unspecified)	11	13	42	0.6	88	-4	3	4	-2.1	2.5	0.7
Cn1c(=O)c(NCCc2ccccc2)c2c3c(cccc31)C(=O)c1ccccc1-2	10	3	-14	1.2	204	-9	1	3	-1.9	3.1	2.9
COc1ccc(NC(=O)c2ccco2)cc1NC(=O)c1ccccc1	11	45	x	x	99	11	-1	4	-1.7	x	3.4
NC(=O)c1ccc(NC(=O)c2ccc(CN3CCOCC3)cc2)cc1	8	-3	4	0.8	102	7	-17	4	-1.5	2.2	3.3
c1csc(Cc2nc3ccccc3[nH]2)c1	9	18	7	2.4	96	-1	-5	0	-1.5	4.5	6.6
C=CCN=C1S/C(=C\c2ccc(N(C)C)cc2)C(=O)N1CC=C	-18	0	323	-0.5	x	1	6	0	3.7	1.7	0.7
Cn1c(/C=C/c2ccccc2)nc2ccccc21	14	63	-3	2.0	96	-2	4	1	-3.1	-0.4	-0.8
C(=N\c1nccs1)/c1c[nH]c2ccccc12	10	9	236	0.2	116	11	-6	-4	-2.3	3.8	3.0
Cc1ccccc1CSCCNC(=O)CSCc1ccc([N+](=O)[O-])cc1	-3	-61	28	-4.4	101	3	8	-1	0.7	-1.6	1.9
CO/N=C\CC(=O)Nc1ccc(Cl)cc1Cl	13	13	8	0.7	81	-13	-2	5	-2.6	-2.8	5.2
N#CC(C#N)=Cc1ccc(NC(=O)c2ccc(Br)cc2)cc1	2	-4	-4	-1.7	98	-2	-18	1	-0.4	2.2	1.4
COc1ccc(/C=C/C(=O)NC(=S)NNC(=O)c2ccco2)cc1OC	24	-13	x	-4.0	86	5	-13	-3	-4.6	-2.7	-4.8
COc1ccc(C(=O)/C=C2/C(=O)Nc3ccccc32)cc1	10	11	-10	x	112	-10	-7	3	-2.2	x	-1.9
CC(OC(=O)c1nn(C)c(=O)c2ccccc12)C(=O)NC1CCCCC1C (stereo unspecified)	17	x	4	-0.2	104	-2	9	1	-3.3	0.2	3.7
CCc1ccccc1NC(=O)CNC(=O)CCc1nc2sc3c(c2c(=O)[nH]1)CCCC3	15	x	6	-0.9	105	5	1	-2	-3.0	2.5	1.0
O=C1COc2ccc(C(=O)CSc3ccccc3C(=O)O)cc2N1	6	-12	-20	-0.8	87	-2	-4	3	-1.1	-1.4	-0.7
COC(=O)C1=C(N)OC2=C(C(=O)CC(C)(C)C2)C1c1ccoc1 (stereo unspecified)	7	4	-8	-4.7	101	-8	1	1	-1.2	-1.3	0.0
CCCn1nnnc1NCc1ccc(OC)cc1	14	-14	108	-0.3	97	-13	-3	3	-3.0	2.1	-0.1
Cc1ccc(NC(=S)NC(NC(=O)c2ccco2)C(Cl)(Cl)Cl)cc1 (stereo unspecified)	5	-9	-17	11*	111	-1	9	-1	-0.8	12	14*
COc1cc(C(=O)OC(C)c2ccc(F)cc2)ccc1OCC(=O)N1CCOCC1 (stereo unspecified)	8	-5	11	0.0	x	-5	-6	2	-2.0	2.1	0.7
CN1CCN(c2ccc(NC(=O)c3ccco3)cc2Cl)CC1	9	12	-10	1.3	104	3	8	6	-2.7	0.6	2.1
O=C(CCNS(=O)(=O)c1ccccc1C(F)(F)F)N1CCN(S(=O)(=O)c2cccc(F)c2)CC1	-6	-21	64	-0.3	93	9	7	-3	1.0	0.7	-2.5
CCCN(CC(=O)Nc1ccccc1C)C(=O)C1CCN(c2ncnc3sc(C)c(C)c23)CC1	-5	x	-14	-0.5	106	-15	-5	11	0.8	-2.4	-3.4
CS(=O)(=O)c1ccc(C(=O)NCCN2C(=O)S/C(=C\c3cccnc3)C2=O)cc1[N+](=O)[O-]	-29	-4	250	-0.5	96	16	-6	-6	5.6	-0.9	-1.1

The last 3 compounds of the part above open the next one.
SMILES	OPRM1-OPRD1 inv	PfHsp90 yeast 2	Mot1-301 SUMO	E coli growth	Pemphigus Ab inh	HTR5A inv ctr	PKA-R1A act	HTR5A ag ctr	MOR-DOR ag	AddAB inh	phage Ecoli inh
O=C(CCNS(=O)(=O)c1ccccc1C(F)(F)F)N1CCN(S(=O)(=O)c2cccc(F)c2)CC1	-6	-21	64	-0.3	93	9	7	-3	1.0	0.7	-2.5
CCCN(CC(=O)Nc1ccccc1C)C(=O)C1CCN(c2ncnc3sc(C)c(C)c23)CC1	-5	x	-14	-0.5	106	-15	-5	11	0.8	-2.4	-3.4
CS(=O)(=O)c1ccc(C(=O)NCCN2C(=O)S/C(=C\c3cccnc3)C2=O)cc1[N+](=O)[O-]	-29	-4	250	-0.5	96	16	-6	-6	5.6	-0.9	-1.1
COc1ccc(-n2c(O)c(C=NCC(c3ccco3)N3CCCC3)c3ccccc3c2=O)cc1OC (stereo unspecified)	12	0	-11	-0.4	98	6	-9	-5	-1.9	2.5	x
Cc1ccc(C)c(NC(=S)NC(NC(=O)N(C)C)C(Cl)(Cl)Cl)c1 (stereo unspecified)	-11	0	5	-2.9	104	-8	1	3	1.8	-0.4	2.8
CCCCN(C(=O)C1=NN(c2ccccc2)C(=O)CC1)c1c(N)n(CCC)c(=O)[nH]c1=O	3	2	-7	0.3	102	15	3	0	-0.6	0.3	0.6
CCCCOC(=O)Nc1nnc(COc2ccccc2)s1	-5	5	15	-0.5	97	-3	3	-2	1.0	-0.1	0.3
C/C(CCC(C)C)=N\NC(=O)COc1ccccc1-c1ccccc1	-9	x	x	x	113	-5	2	2	1.9	x	3.4
c1ccc(OCCCCN2CCCCC2)cc1	17	-22	11	x	115	-27	0	3	-3.3	x	1.5
Cn1c(=O)oc2cc(S(=O)(=O)Nc3ccccc3)ccc21	10	0	58	-0.4	86	-3	1	1	-1.9	0.7	2.5
C=CCN(c1ccc(C(=O)NCCCn2ccnc2)cc1)S(C)(=O)=O	14	8	-8	-0.8	97	-2	-4	4	-2.7	-0.7	2.3
CCc1cc2c(=O)c(-c3cscn3)coc2c(CN(C)C)c1O	-4	-19	110	1.8	103	14	-8	2	1.0	2.5	2.5
Cc1cccc(-n2c(SC(C)C(=O)O)nc3sc4c(c3c2=O)CCCC4)c1 (stereo unspecified)	16	13	255	-1.2	94	-17	2	5	-3.4	1.5	3.3
CCOc1ccccc1CN1CCN(CCCc2ccccc2)CC1CCO (stereo unspecified)	-3	-1	9	-0.7	97	0	-6	0	0.6	3.4	-0.3
Cc1cc([N+](=O)[O-])cc2c1NC(=O)C2(O)N1CCOCC1 (stereo unspecified)	-20	19	-16	-1.8	98	-7	-1	3	2.7	3.4	2.5
COc1ccc(C(=O)NCCOc2cccc(OC)c2)cc1	-2	-14	-2	-0.1	87	3	-9	-1	0.2	1.0	4.4
COc1ccc(CC(=O)N2N=C(C)CC2(O)c2cccnc2)cc1OC (stereo unspecified)	15	4	-3	0.1	88	-1	1	2	-2.9	-1.7	3.9
